ALOX12 inh: Primary qHTS assay for inhibitors of human arachidonate 12S-lipoxygenase (ALOX12): Round 2; Polyunsaturated fatty acid lipoxygenase ALOX12 (Homo sapiens), P18054; purified 12hLO, xylenol orange hydroperoxide absorbance; Potency, µM (doses to about 108 µM), without a hit: at the top dose activity change, negative = inhibition, actives largely listed as inhibitors; 1.1% of 580,000 active; active means well fitted inhibition curve with a large enough effect; inconclusive means small, poorly fitted or top-dose-only effect, or another doubt; inactive means no such curve, though single readings can be large or run the other way; further: potency means the concentration at half of the fitted maximal effect
Target sequence (P18054 whole entry, looked up): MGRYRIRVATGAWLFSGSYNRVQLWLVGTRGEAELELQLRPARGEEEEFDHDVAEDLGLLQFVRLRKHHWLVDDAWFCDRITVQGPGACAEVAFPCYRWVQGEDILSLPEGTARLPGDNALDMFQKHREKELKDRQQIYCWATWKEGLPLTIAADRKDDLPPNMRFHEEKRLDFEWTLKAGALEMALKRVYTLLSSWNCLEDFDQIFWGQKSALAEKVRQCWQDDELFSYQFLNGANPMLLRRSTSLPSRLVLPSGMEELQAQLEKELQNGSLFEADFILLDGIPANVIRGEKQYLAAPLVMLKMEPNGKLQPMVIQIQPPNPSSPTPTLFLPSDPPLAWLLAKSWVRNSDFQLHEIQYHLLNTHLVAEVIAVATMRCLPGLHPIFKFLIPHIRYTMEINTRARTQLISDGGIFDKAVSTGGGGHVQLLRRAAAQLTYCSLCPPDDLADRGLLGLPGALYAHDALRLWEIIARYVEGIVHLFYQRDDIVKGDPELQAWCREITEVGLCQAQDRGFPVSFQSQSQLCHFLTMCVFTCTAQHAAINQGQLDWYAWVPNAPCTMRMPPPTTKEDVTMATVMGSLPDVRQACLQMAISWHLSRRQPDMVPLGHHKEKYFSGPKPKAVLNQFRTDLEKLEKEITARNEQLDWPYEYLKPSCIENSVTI
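Purified human 12hLO at 150 nM in 25 mM Hepes, 0.01% Triton X-100, pH 7.0, preincubated 15 min at room temperature with compound. Reaction started with 40 uM arachidonic acid, 30 min at room temperature. Hydroperoxide measured by Fe-xylenol orange, 573/405 nm absorbance ratio.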
LDHA block: qHTS assay for inhibitors of human lactate dehydrogenase | L-lactate dehydrogenase A chain (Homo sapiens), P00338 | purified LDHA, NADH/diaphorase-resazurin fluorescence; active compounds read low | activity change, % (values are at about 110 or 230 µM) | 0.15% of 480,000 active; in the data active means activity change below about -30%; inconclusive means mostly about -25% to -30%;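 further: plate controls were DMSO wells for no effect and wells without enzyme for full effect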
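Resorufin fluorescence (ex540/em590), read at 0 and 20 min after diaphorase/resazurin addition, reports the NADH left after a 5 min room-temperature reaction of 2 nM human LDH5 with 0.06 mM NADH and 0.2 mM pyruvate.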
Active calls of the source: *; ? = inconclusive; [ ] = dose if it differs, or a comment. Unless noted, on the % scale 0 is the no-effect control and ±100 the full control effect.

Preview, 6 compounds:
ALOX12 inh | LDHA block | smiles
67.3%[activator] | -0.4 | CC1(C)CC(=O)C/C(=N/NC(=O)CCc2ccccc2)C1
-12.8% | -2.4 | CCCC(=O)OCC(=O)NCc1ccc(OC)cc1
-42.8% | 0.9 | COc1ccc(OCc2ccc(C(=O)NCc3ccccc3)cc2)cc1
? | 10.3 | S=C(NCCc1ccccc1)NCc1ccc(Cl)cc1
-5.7% | -1.1 | CCOC(=O)[C@]12CCCC=C1N(Cc1cccc3ccccc13)C(=O)[C@H](CC(=O)NCc1ccccc1)C2
-2.8% | 2.7 | CCCNc1c(NC(=O)c2ccc(CC)cc2)c(=O)oc2ccccc12

Results, from the start:
ALOX12 inh | LDHA block | smiles
67.3%[activator] | -0.4 | CC1(C)CC(=O)C/C(=N/NC(=O)CCc2ccccc2)C1
-12.8% | -2.4 | CCCC(=O)OCC(=O)NCc1ccc(OC)cc1
-42.8% | 0.9 | COc1ccc(OCc2ccc(C(=O)NCc3ccccc3)cc2)cc1
? | 10.3 | S=C(NCCc1ccccc1)NCc1ccc(Cl)cc1
-5.7% | -1.1 | CCOC(=O)[C@]12CCCC=C1N(Cc1cccc3ccccc13)C(=O)[C@H](CC(=O)NCc1ccccc1)C2
-2.8% | 2.7 | CCCNc1c(NC(=O)c2ccc(CC)cc2)c(=O)oc2ccccc12
-8.0% | 12.0 | O=C(c1cc(F)ccc1F)N1CCN(Cc2nnnn2C2CC2)CC1
-23.2% | 8.8 | O=C(CN1CCN(C(=O)c2cc(=O)[nH]c3ccccc23)CC1)NCc1ccccc1
21.5% | -14.0 | CSc1ccc(/C=[N+](\[O-])C2N(C)C(=S)SC2(C)C)cc1 (stereo unspecified)
? | -7.6 | COc1ccc(COC(=O)C2=C(C)NC3=C(C(=O)CCC3)C2c2cccc(Cl)c2)cc1 (stereo unspecified)
-13.1% | ? | CSc1ccc(Cl)c(C(=O)Nc2ccc3c(c2)CCC3)c1
-1.6% | 9.6 | CCC12CN3CC(CC)(CN(C1)C3c1ccc(C)cc1)C2=O (stereo unspecified)
-28.7% | 3.1 | CC(=O)c1cccc(NC(=O)c2ccc3c(c2)NC(=O)CS3)c1
-2.2% | 4.5 | CC1(C(=O)NCc2ccccc2)CN(S(C)(=O)=O)CC(=O)N1CCc1ccccc1 (stereo unspecified)
-23.6% | 1.4 | COc1ccc2cc(/C=C(\NC(=O)c3ccccc3)C(=O)N3CCCC3)c(Cl)nc2c1
-27.2% | 3.3 | CSc1nc2ccccc2c(=O)n1CC(=O)c1ccccc1
? | -0.9 | CC(C)n1cnc(I)c1I
-11.7% | 4.4 | CC(Sc1cc(Cl)ccc1Cl)C(=O)NC(C)c1ccccn1 (stereo unspecified)
-11.9% | -7.2 | CCCNc1nc2ccccc2nc1C(=O)Nc1ccccc1
? | 5.4 | Cc1ccc(C(=O)NCC2(c3ccccc3)CC2)cc1C
40.1%[activator] | 83.7 | Nc1cccc2ccc(C(=O)O)nc12
49.1%[activator] | -23.6 | CN(C)CCNc1oc(-c2ccc(S(=O)(=O)N3CCOCC3)cc2)nc1C#N
? | 5.0 | CC1=C(C)CC(C(=O)N2CCCC2)C(C(=O)O)C1 (stereo unspecified)
-29.4% | 10.1 | CN(C)C(=O)C1CN(C(=O)CCc2ncc(-c3ccc(Cl)cc3Cl)o2)c2ccccc2O1 (stereo unspecified)
0.0% | -10.1 | O=S1(=O)CC(N2CCCCC2)CN1Cc1cn(Cc2cccc(C(F)(F)F)c2)nn1 (stereo unspecified)
14.0% | -2.0 | CCn1cc(/C=C(\NC(=O)c2ccco2)C(=O)NCCO)c2ccccc21
? | 68.1 | COC(=O)c1ccc(COc2cccc3ccccc23)o1
-2.3% | 3.0 | Cc1cccc(-c2noc(CNC(=O)CN(C)S(=O)(=O)c3ccc4ccccc4c3)n2)c1
? | 3.2 | Cc1ccccc1NC(=O)c1sc2nc3c(cc2c1N)CN(C(C)C)CC3
0.2% | 1.3 | CCCC(=O)Nc1c(C)cccc1CC

Entries of single compounds, looked up by structure.
CCCNc1nc2ccccc2nc1C(=O)Nc1ccccc1 across the screens: ALOX12 inh = -11.9%; LDHA block = -7.2
CC(Sc1cc(Cl)ccc1Cl)C(=O)NC(C)c1ccccn1 (stereo unspecified) across the screens: ALOX12 inh = -11.7%; LDHA block = 4.4

Next compounds:
ALOX12 inh | LDHA block | smiles
10.1% | -0.3 | CCn1c(=O)n(CC(=O)Nc2ccccc2C)c2ccccc21
? | 20.5 | O=C(Nc1nn[nH]n1)c1ccc(Br)c(S(=O)(=O)N2CCOCC2)c1
? | -0.9 | Oc1ccc(Cl)cc1C=NCc1ccc(C(F)(F)F)cc1
29.3% | 7.2 | CN(C)c1ccc(C(=O)N2CCC(Cc3ccccc3)CC2)cc1
-0.6% | 6.6 | CCc1ccc(C(=O)C(C)n2cnc3c2c(=O)n(C)c(=O)n3C)cc1 (stereo unspecified)
16.7% | 0.5 | CC(C)Oc1ccc(/C=C(/C#N)c2ccc(Cl)cc2)cc1Cl
-12.0% | -2.0 | Cc1ccc(C)c(CS(=O)(=O)Cc2nc(C(C)C)no2)c1
17.5% | -1.0 | CN(C)CCOC(=O)NCCCCNC(=O)OCCN(C)C
-6.1% | 0.9 | Cc1ccc2c(C)c(CCC(=O)Nc3ccc(F)cc3C)c(=O)oc2c1
-25.0% | -10.5 | COc1ccc2c(C)c(CC(=O)Nc3nnc(CC(C)C)s3)c(=O)oc2c1OC
? | 6.3 | Oc1ccc(-n2nnnc2SCc2cc(Cl)c3c(c2)OCCCO3)cc1
? | 11.9 | Cc1ccc2nc(COc3ccccc3C(=O)O)cn2c1
0.8% | -0.6 | CC(=O)Nc1cn(-c2ccc(C(=O)Nc3ccccc3)cc2)cn1
? | 10.3 | COc1cc(NS(=O)(=O)c2cccc(Br)c2)c(C(=O)O)cc1OC
? | 3.6 | Cc1cc(-c2ccc(S(=O)(=O)Nc3cccc(Cl)c3C)s2)on1
4.8% | 0.0 | Cc1cc(C)cc(-n2nnnc2SCc2nc3ccsc3c(=O)[nH]2)c1
? | -2.3 | CC(C)(C)NC(=O)c1ccc2c(c1)CCCN2C(=O)c1ccc(Cl)cc1
-6.9% | -14.4 | C/C=C/CSc1nc2c(c(=O)[nH]c(=O)n2C)n1CCOC
? | 7.2 | COC(=O)c1ccc(COC(=O)CC23CC4CC(CC(O)(C4)C2)C3)cc1
17.8µM* | 1.9 | COc1cccc(C(=O)/C(C#N)=C\c2ccc(F)c(Br)c2)c1
23.3% | 11.3 | CCOc1ccc(C(=O)CC2(O)C(=O)Nc3ccc(Cl)cc32)cc1 (stereo unspecified)
? | 6.4 | CCOC(=O)c1cc(-c2ccc(S(=O)(=O)Nc3ccc(F)c(Cl)c3)s2)on1
-4.2% | 3.2 | CCC(=O)c1ccc(OC(=O)c2ccc(OC)c(I)c2)cc1
? | -4.0 | CCSc1nnc(SCc2cc(=O)oc3cc(C)ccc23)s1
? | 2.4 | COc1cc(C(=O)NCc2coc(-c3cccs3)n2)ccc1OC(F)F
-0.3% | -6.2 | O=C(O)c1ccc(-c2ccc(/C=N/O)o2)cc1
-3.2% | -5.8 | Cc1cccc(C2CCCN2S(=O)(=O)c2ccc(C(C)(C)C)cc2)c1 (stereo unspecified)
-26.1% | -5.8 | CCCCOc1ccc(-c2csc(-c3nc(-c4ccc(F)cc4)cs3)n2)cc1
58.6%[activator] | 5.3 | O=C(NCC(=O)N1CCCC1)c1n[nH]c(=O)c2ccccc12
-33.2% | 5.0 | CCc1c(CN(C)Cc2ccccc2)csc1C

4 entries picked at random from the list so far, as already listed:
ALOX12 inh | LDHA block | smiles
-23.2% | 8.8 | O=C(CN1CCN(C(=O)c2cc(=O)[nH]c3ccccc23)CC1)NCc1ccccc1
? | -7.6 | COc1ccc(COC(=O)C2=C(C)NC3=C(C(=O)CCC3)C2c2cccc(Cl)c2)cc1 (stereo unspecified)
-0.6% | 6.6 | CCc1ccc(C(=O)C(C)n2cnc3c2c(=O)n(C)c(=O)n3C)cc1 (stereo unspecified)
? | 3.6 | Cc1cc(-c2ccc(S(=O)(=O)Nc3cccc(Cl)c3C)s2)on1

Back to the main list; the 4 compounds before the break are reprinted first.
ALOX12 inh | LDHA block | smiles
-3.2% | -5.8 | Cc1cccc(C2CCCN2S(=O)(=O)c2ccc(C(C)(C)C)cc2)c1 (stereo unspecified)
-26.1% | -5.8 | CCCCOc1ccc(-c2csc(-c3nc(-c4ccc(F)cc4)cs3)n2)cc1
58.6%[activator] | 5.3 | O=C(NCC(=O)N1CCCC1)c1n[nH]c(=O)c2ccccc12
-33.2% | 5.0 | CCc1c(CN(C)Cc2ccccc2)csc1C
-11.2% | 6.3 | COc1cc(C(=O)/C=C/c2ccccc2Br)ccc1OCC(=O)O
-3.7% | -11.8 | COC(=O)c1ccc(Nc2cc(C)nc3ccc(OC)cc23)cc1
0.5% | 5.4 | CC(C)C(NC(N)=O)C(=O)Nc1ccc(Cl)cc1 (stereo unspecified)
-1.4% | 6.1 | CC(=O)c1cccc(NC(=O)CSCc2c(Cl)cccc2Cl)c1
-6.9% | -5.8 | COc1ccc(Nc2cc(C(=O)NCC(OC)OC)c3ccccc3n2)cc1
12.6% | -4.6 | O=C(C1COc2cc(S(=O)(=O)NCc3ccc4c(c3)OCO4)ccc2O1)N1CCCCC1 (stereo unspecified)
20.0% | -22.8 | CCc1cccc(N(CC)C(=O)Cn2nc(Cc3ccncc3)c3ccccc3c2=O)c1
5.0% | 0.5 | COc1ccc(-c2nc(CSCC(=O)NC3CCC(C)CC3)c(C)o2)cc1OC (stereo unspecified)
9.2% | -0.2 | CCC(C(=O)Nc1nnc(C)s1)c1ccccc1 (stereo unspecified)
-15.2% | 1.6 | C[C@@H](O)[C@H](Nc1ncnc2sc3c(c12)CCCC3)C(=O)O
9.0% | -2.9 | CCOC(=O)CC(NC(=O)c1cc2ccccc2oc1=O)c1ccc(OC)cc1 (stereo unspecified)
8.8% | -1.0 | COc1cc(NC(=O)COc2ccc3c(C)c(C)c(=O)oc3c2)cc(OC)c1OC
? | 3.7 | Cc1cccc(C(=O)Nc2ccc3nc(SCc4ccc(I)cc4)sc3c2)c1
-6.2% | -0.7 | CCOc1c(Br)cc(/C=C(/C#N)C(=O)OCCOC)cc1OC
24.1% | -2.8 | CCCCCCC/C=N/NC(=O)CCCCCCCCCCC
-26.7% | -9.1 | COc1ccc(-c2c(C)oc3cc(OCCN4CCC(C(N)=O)CC4)ccc3c2=O)cc1OC
-12.1% | 0.5 | COc1ccc(S(=O)(=O)Oc2ccc3c(c2)O/C(=C\c2ccccc2OC)C3=O)cc1
17.5% | 3.7 | COc1ccc([C@@H]2c3c(C)nn(-c4ccccc4)c3NC(=O)[C@H]2NC(=O)c2ccc(Cl)cc2)cc1
-6.0% | -12.1 | CCc1cccc2c(C(=O)CN3CCN(C(C)C(=O)NC4CC4)CC3)c[nH]c12 (stereo unspecified)
-10.5% | 3.5 | O=C(O)CCSc1ccccc1Cl
18.6% | -3.8 | N#Cc1ccc(CCC(=O)NCc2ccc(F)cc2)cc1
-31.2% | -22.1 | Cc1c(O)ccc2c(=O)c(-c3cnn(-c4ccccc4)c3)c(C(F)(F)F)oc12
-10.7% | -18.9 | O=C(Nc1cccc(Cl)c1)c1nnc(SCC(=O)N2CCN(c3ccc(F)cc3)CC2)s1
? | 3.1 | C=CCOc1ccc(CNC2CC2)cc1
? | -5.9 | COc1ccc(S(=O)(=O)NCCc2csc(-c3cccc(F)c3)n2)cc1C
-4.6% | -2.9 | Cc1[nH]c2ccc(C(=O)OCC(=O)N3CCCC3=O)cc2c1C
25.6% | -22.5 | CCCCCn1c(NCCCOC)nc2c1c(=O)[nH]c(=O)n2C
-5.6% | 3.3 | N#Cc1ccccc1Sc1ccccc1C(=O)OCC(=O)Nc1ccccc1
-22.7% | -8.9 | COc1ccc(NC(=O)CCCCCNC(C)=O)c2cccnc12
? | -2.1 | Cc1ccc(-n2ncnc2-c2cc3c(n(-c4ccccc4)c2=O)CC(C)(C)CC3=O)c(C)c1
18.8% | 0.1 | CC(=O)Nc1scc(-c2ccc(CC(C)C)cc2)c1C#N
? | 14.0 | Cc1ccc2cc(CN(CC(C)C)C(=O)c3ccco3)c(=O)[nH]c2c1

Source: PubChem

An excerpt; rates above refer to the full screens.
